# PMI inhibitors: inhibitors of human PMI, primary screen, biochemical, fluorescence intensity, coupled assay (AID 1209); 0.42% of 190,000 active; purified PMI enzyme, coupled fluorescence intensity; higher % means a stronger effect; inhibition, % at 20 µM; hits with a dose series show IC50 in µM;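 also: plate controls were DMSO vehicle for no effect and wells lacking substrate for full effect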
# NOD1 NF-kB reporter: inhibition of NOD1-driven NF-kB reporter – cell-based, luminescence, uHTS, primary screen (AID 1578); NOD1-driven NF-kB luciferase reporter cells, luminescence; higher % means a stronger effect; one-dose inhibition, % at 4 µM; EC50 in µM for titrated hits; 1% of 290,000 active; in the data active = inhibition mostly above about 36%, no sharp cut-off; inactive = mostly below about 34%;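 also: HEK-293T reporter cells stimulated with the NOD1 agonist gamma-tri-DAP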
# TNAP activation fold: stimulation of alkaline phosphatase TNAP activity – biochemical, luminescent, no phosphate acceptor, uHTS, primary screen (AID 1001); purified TNAP, luminescent activation assay, no phosphate acceptor; higher activation fold means a stronger effect; activation fold at 20 µM, or EC50 in µM where a hit was titrated; 0.03% of 200,000 active; in the data active = activation fold from about 3, or a potency from the dose series; inactive = the rest, 99 in 100 with activation fold below about 1.6; also: many of its hits are not listed in these tables
# KOR beta-arrestin-1: kappa opioid receptor blockers – cell-based, luminescence, uHTS (AID 1778). KOR beta-arrestin recruitment, luminescence, antagonist mode; higher % means a stronger effect. 0.091% of 290,000 active. one-dose inhibition, % at 10 µM; IC50 in µM for titrated hits; also: strong numbers were not always called active
# KOR beta-arrestin-2: KOR agonists, beta-arrestin recruitment, primary screen, cell-based, luminescence, uHTS (AID 1777). KOR beta-arrestin recruitment, luminescence; higher % means a stronger effect. activation, % at 10 µM; hits with a dose series show EC50 in µM. 0.02% of 280,000 active; in the data active = activation above about 50%, passing the limit was not always enough; also: a part of the inactive calls stands beside numbers as strong as those of hits
# XIAP displacement: small molecules displacing peptide from XIAP – biochemical, IAP family, fluorescence polarization (AID 1018) | XIAP BIR domain, fluorescence polarization peptide displacement; higher % means a stronger effect | 0.007% of 200,000 active | one-dose displacement, % at 20 µM; IC50 in µM for titrated hits; in the data active = displacement above about 50%; also: a part of the inactive calls stands beside numbers as strong as those of hits
# HEK293 NOD2/NF-kB: inhibition of NOD2-driven NF-kB reporter – cell-based, luminescence, uHTS, HEK293 (AID 1566) | HEK293 NOD2/NF-kB luciferase reporter, luminescence; higher % means a stronger effect | one-dose inhibition, % at 4 µM; EC50 in µM for titrated hits | 0.63% of 290,000 active; also: many of its hits are not listed in these tables
# PMI inhibition: human PMI inhibitors, high substrate, primary screen, biochemical, fluorescence intensity, high mannose 6-phosphate (AID 1220); 0.66% of 190,000 active; inhibition, % at 20 µM; hits with a dose series show IC50 in µM; recombinant PMI enzyme, coupled fluorescence intensity; higher % means a stronger effect
# LYP inhibition: PTPN22 lymphoid phosphatase activity blockers – biochemical, fluorescence intensity, uHTS (AID 1779); recombinant LYP phosphatase, fluorescence intensity; higher % means a stronger effect; one-dose inhibition, % at 11.5 µM; IC50 in µM for titrated hits; 0.054% of 290,000 active;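 also: plate controls were vehicle with enzyme for no effect and no enzyme for full effect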
# * hit, by the source's call; / = not tested or not shown; [ ] = dose if it differs, or a comment. Rule as the data show it, unless noted: active = inhibition above about 50%; inactive = the rest. This is a subset, so the mix of outcomes need not match the whole.
# A first look, six compounds:
SMILES,PMI inhibitors,NOD1 NF-kB reporter,TNAP activation fold,KOR beta-arrestin-1,KOR beta-arrestin-2,XIAP displacement,HEK293 NOD2/NF-kB,PMI inhibition,LYP inhibition
CN(Cc1cccc2ncccc12)C(=O)CC1C(=O)NCCN1Cc1ccc(F)cc1 (stereo not given),8%,-43%,1,-9%,-1.0%,-1.6%,5%,30%,-4%
COCCCNc1nc(N)c([N+](=O)[O-])c(NCC2CCCO2)n1 (stereo not given),/,-9%,/,15%,-1.4%,/,3%,/,2%
O=C1c2ccccc2NC(c2cn[nH]c2-c2ccccc2)N1O (stereo not given),-63%,-18%,1.1,-1%,0.6%,3.7%,12%,-71%,-2%
C/C=C/c1ccc(OCCOc2ccc(C=O)cc2)c(OC)c1,21%,-14%,1.1,-15%,1.7%,-6.1%,14%,16%,3%
Cn1c(SCC(N)=O)nnc1C1CCN(C(=O)NCc2ccccc2)CC1,8%,-10%,1.1,3%,3.4%,-5.3%,-10%,2%,-6%
O=C(Nc1ccc(C(=O)O)cc1)/C(=C\C=C\c1ccccc1)NC(=O)c1cccc(Br)c1,13%,23%,1.1,-36%[20 µM],-3.9%,-2.7%,-7%,15%,14%

# The listing (from the top)
SMILES,PMI inhibitors,NOD1 NF-kB reporter,TNAP activation fold,KOR beta-arrestin-1,KOR beta-arrestin-2,XIAP displacement,HEK293 NOD2/NF-kB,PMI inhibition,LYP inhibition
CN(Cc1cccc2ncccc12)C(=O)CC1C(=O)NCCN1Cc1ccc(F)cc1 (stereo not given),8%,-43%,1,-9%,-1.0%,-1.6%,5%,30%,-4%
COCCCNc1nc(N)c([N+](=O)[O-])c(NCC2CCCO2)n1 (stereo not given),/,-9%,/,15%,-1.4%,/,3%,/,2%
O=C1c2ccccc2NC(c2cn[nH]c2-c2ccccc2)N1O (stereo not given),-63%,-18%,1.1,-1%,0.6%,3.7%,12%,-71%,-2%
C/C=C/c1ccc(OCCOc2ccc(C=O)cc2)c(OC)c1,21%,-14%,1.1,-15%,1.7%,-6.1%,14%,16%,3%
Cn1c(SCC(N)=O)nnc1C1CCN(C(=O)NCc2ccccc2)CC1,8%,-10%,1.1,3%,3.4%,-5.3%,-10%,2%,-6%
O=C(Nc1ccc(C(=O)O)cc1)/C(=C\C=C\c1ccccc1)NC(=O)c1cccc(Br)c1,13%,23%,1.1,-36%[20 µM],-3.9%,-2.7%,-7%,15%,14%
CN(C)S(=O)(=O)c1ccc(S(=O)(=O)N(CC(=O)Nc2ccccc2)CC2CCCO2)cc1 (stereo not given),-5%,10%,1.1,13%,/,-4.1%,-3%,-6%,-2%
Cc1cccc(NC(=O)c2ccc(NCCO)c([N+](=O)[O-])c2)n1,/,2%,/,1%,-0.3%,/,-57%,/,-4%
O=C(CCl)Nc1cn(-c2ccccc2)nc1-c1ccc(F)cc1,-9%,/,1.1,-11%,7.1%,-7.3%,/,-10%,-2%
CCOc1ccccc1-n1c(COc2ccccc2)nnc1SCC(N)=O,16%,-9%,1.1,-55%,2.2%,3.9%,3%,9%,-1%
COc1cc(/C=N/NC(=O)CSc2nc3ccccc3n2C)cc(OC)c1OC,-3%,-19%,1.1,16%,0.6%,0.2%,7%,-4%,-4%
CCCCn1c(CN2CCN(c3cccc(Cl)c3)CC2)nc2c1c(=O)[nH]c(=O)n2C,2%,5%,1,-67%,6.1%,-4.2%,17%,0%,1%
Cc1ccc(NS(=O)(=O)c2ccc(Cl)c(C(=O)Nc3cccc(C(=O)O)c3)c2)cc1,/,-8%,/,-64%[20 µM],5.7%,/,-8%,/,-5%
CC1(C)Cc2ccccc2-c2nnc(-c3cccc(O)c3)n21,-8%,3%,1,-63%,7.3%,-7.0%,-13%,-14%,-10%
Cc1ccccc1NC(=O)CC1SCCNC1=O (stereo not given),-6%,11%,1,-71%,2.1%,-3.8%,2%,-11%,-14%
N#CCNC1CC(=O)N(c2ccccc2)C1=O (stereo not given),/,-23%,/,-35%[20 µM],-6.8%,/,7%,/,-7%
O=C(O)CC(CC(=O)Nc1ccc(-c2ccccc2)cc1)c1ccccc1 (stereo not given),/,-12%,/,-44%,4.1%,/,2%,/,7%
O=C(O)c1ccc(CSc2nnc(-c3ccccc3Br)o2)cc1,/,45%,/,-15%[20 µM],-3.9%,/,16%,/,-9%
CC(C)c1nc(N2CCOCC2)c(C#N)c2c1CCC2,3%,-11%,1.1,-6%,2.8%,-14%,12%,9%,-3%
C=CCN1C(=O)CSc2ccc(C(=O)NCc3cccs3)cc21,1%,-38%,1.1,-30%,4.2%,-7.8%,9%,-2%,2%
O=S(=O)(NC1CCCCC1N1CCCCC1)c1ccc(Cl)cc1 (stereo not given),/,-4%,/,30%,-0.7%,/,-15%,/,-6%
Cc1cn(S(=O)(=O)c2ccc(Br)cc2)cn1,-2%,1%,1.1,-2%,-4.7%,-5.0%,18%,0%,-7%
Cc1cccc(NC(=O)CNC(=O)COc2cc(F)ccc2[N+](=O)[O-])c1C,-6%,-34%,1,-12%,-1.7%,-7.9%,10%,-5%,-3%
O=C(CNC(=O)c1ccc(F)cc1)N/N=C/c1ccc(O)c([N+](=O)[O-])c1,0%,-5%,0.9,17%,1.3%,1.4%,12%,-13%,-7%
CC1(C)CC(=O)c2cnn(-c3nc4ccccc4[nH]3)c2C1,12%,5%,1.1,4%,-1.2%,6.0%,11%,10%,-4%
CC(=O)Nc1ccc(NCc2ccc(C)s2)cc1,/,6%,/,-30%[20 µM],3.9%,/,3%,/,-14%
CC1(C)N([O-])C2=C(CCCC2)[N+]1=O,23%,-14%,1,-15%[20 µM],-5.6%,-15%,2%,42%,-4%
Cc1cccc(NC(=O)c2cc3c(=O)n4ccccc4nc3n(CC(C)C)c2=N)c1,8%,-2%,1.1,-12%,1.2%,-5.9%,-7%,10%,-8%
NC(=O)CSc1nnc(COc2ccccc2)n1C1CCCCC1,4%,1%,1.1,-5%,-4.2%,-0.7%,4%,3%,-5%
CC1(C)Cc2c(c(-c3ccccc3)nc3sc4c(=O)[nH]c(=S)[nH]c4c23)CO1,/,-6%,/,-36%,13%,/,16%,/,-4%
CCCCCn1c(C(Cc2ccccc2)NC(C)=O)nc2ccccc21 (stereo not given),11%,9%,0.9,-13%,4.1%,-3.4%,-6%,10%,-5%
O=C(CN(C(=O)Cn1nnc(-c2ccccc2F)n1)c1cccc2c1CCCC2)NCc1ccccc1,20%,-17%,1.6,38%,-3.3%,-1.7%,16%,28%,0%
COc1cc(C(CC(=O)N2CCN(c3ccccc3)CC2)c2c(OC)cc(OC)c3ccc(=O)oc23)cc(OC)c1OC (stereo not given),/,10%,/,-12%,1.5%,/,5%,/,-5%
COc1ccc(N2CCN(C(c3ccc4ncccc4c3)c3nnnn3C(C)C)CC2)cc1 (stereo not given),/,-6%,/,19%,-4.1%,/,4%,/,-6%
O=C(NCc1cccnc1)C1CCCCN1S(=O)(=O)c1ccc(F)cc1 (stereo not given),-1%,-23%,1.1,25%,-1.6%,1.5%,-27%,1%,-8%
Cc1ccc(C(=O)Nc2c(C)n(C)n(-c3ccccc3)c2=O)cc1,8%,-26%,1.1,11%[20 µM],2.5%,-1.4%,4%,15%,-3%
Cn1c(=O)oc2cc(S(=O)(=O)NC3CCCCCCC3)ccc21,6%,-20%,1.1,-8%,-2.2%,-5.3%,4%,5%,-8%
Cc1cccc(NC(=O)C23CCC(C)(/C(=N/O)C2)C3(C)C)c1 (stereo not given),0%,11%,1.1,6%,-0.3%,-0.1%,8%,-3%,-8%
Cc1cccc(C)c1N(CC(=O)NCc1ccc(F)cc1)C(=O)c1csnn1,-9%,-36%,1.1,-11%,-1.9%,-2.9%,3%,-7%,-7%
COc1ccccc1C(N)=S,-8%,-20%,1.1,-10%,2.8%,-5.7%,3%,-9%,-1%
O=S(=O)(c1ccc(Br)cc1)N1CCN=C1SCc1cccnc1,-6%,-8%,1.1,-17%,-8.9%,-2.5%,15%,0%,-3%
Cc1c(C(=O)NCC2CCCO2)cccc1[N+](=O)[O-] (stereo not given),1%,-4%,1.1,-52%,4.2%,-6.1%,4%,-2%,-8%
Cc1ccc2c(c1)C(c1ccccc1)N(C(=O)c1ccc(Br)cc1)CC(=O)N2 (stereo not given),/,-11%,/,6%,-1.0%,/,3%,/,0%
CCOC(=O)c1sc(=NC(=O)/C=C/c2ccccc2)n(C)c1C,-4%,-61%,1.1,-41%,-0.3%,-8.3%,-23%,-5%,2%
COc1ccc2oc(=O)c(C(C)=O)cc2c1,-7%,6%,1.1,10%,-2.5%,-4.8%,20%,-7%,-7%
NNC(=O)CCc1nc2ccc(O)cc2[nH]1,-9%,10%,1,-22%,11%,-9.5%,8%,-9%,-9%
CC1CCCCC1NCC(=O)Nc1ccccc1-c1ccccc1 (stereo not given),2%,-36%,1.1,-32%,6.8%,-3.3%,-7%,6%,-2%
O=C(N1CCN(c2cccc(Cl)c2)CC1)C1(c2cccs2)CCOCC1,20%,-12%,1,17%,-2.2%,-15%,-9%,12%,-4%
O=C1OC(Nc2nc(-c3ccc(F)cc3)cs2)c2ccccc21 (stereo not given),/,21%,/,-21%,0.5%,/,43%,/,-3%
CCOc1ccc(NC(=O)CSc2nncn2C)cc1,/,-5%,/,9%,1.1%,/,-16%,/,-6%
# Remaining list, next part.
SMILES,PMI inhibitors,NOD1 NF-kB reporter,TNAP activation fold,KOR beta-arrestin-1,KOR beta-arrestin-2,XIAP displacement,HEK293 NOD2/NF-kB,PMI inhibition,LYP inhibition
CNC(=O)NC(=O)C(C)N1CCN(C/C=C/c2ccccc2)CC1 (stereo not given),5%,-15%,1.1,11%,-6.7%,-7.3%,7%,11%,-8%
Cc1c(O)ccc(-c2[nH]ncc2-c2nc3ccccc3s2)c1O,16%,33%,0.9,-20%,0.0%,-6.2%,28%,11%,-7%
O=C(COc1ncnc2ccc(Br)cc12)NCc1ccco1,/,-11%,/,-13%,2.1%,/,-19%,/,-5%
Cc1ccc(NC(=O)N2CCC(NC(=O)c3ccco3)CC2)cc1,/,27%,/,-46%,9.7%,/,2%,/,-11%
Cc1nc2ccc(NC(=O)c3ccc(Br)o3)cc2s1,-7%,-49%,1.1,-11%,-1.5%,-5.6%,-22%,-2%,-5%
Cc1nnc2n(Cc3ccccc3)c(=O)c3c4c(sc3n12)COC(C(C)C)C4 (stereo not given),-14%,35%,0.9,6%,0.9%,-5.3%,14%,-2%,6%
CCC(C)NC(=O)Cn1c(-c2ccccc2)cc(C(C)=O)c1C (stereo not given),10%,-7%,1.1,10%,-4.6%,-4.7%,7%,13%,-5%

# Reformatted with the structure last: 6 of the compounds above.
PMI inhibitors,NOD1 NF-kB reporter,TNAP activation fold,KOR beta-arrestin-1,KOR beta-arrestin-2,XIAP displacement,HEK293 NOD2/NF-kB,PMI inhibition,LYP inhibition,compound
/,45%,/,-15%[20 µM],-3.9%,/,16%,/,-9%,O=C(O)c1ccc(CSc2nnc(-c3ccccc3Br)o2)cc1
/,6%,/,-30%[20 µM],3.9%,/,3%,/,-14%,CC(=O)Nc1ccc(NCc2ccc(C)s2)cc1
-6%,-8%,1.1,-17%,-8.9%,-2.5%,15%,0%,-3%,O=S(=O)(c1ccc(Br)cc1)N1CCN=C1SCc1cccnc1
20%,-17%,1.6,38%,-3.3%,-1.7%,16%,28%,0%,O=C(CN(C(=O)Cn1nnc(-c2ccccc2F)n1)c1cccc2c1CCCC2)NCc1ccccc1
-63%,-18%,1.1,-1%,0.6%,3.7%,12%,-71%,-2%,O=C1c2ccccc2NC(c2cn[nH]c2-c2ccccc2)N1O (stereo not given)
8%,-10%,1.1,3%,3.4%,-5.3%,-10%,2%,-6%,Cn1c(SCC(N)=O)nnc1C1CCN(C(=O)NCc2ccccc2)CC1
